C diff HTS: blocks growth of Clostridium difficile; AID 1259249; hit rate 0.25% among 86,000; growth activity, negative = inhibition, % at 16 µg/mL (by protocol); Clostridium difficile clinical isolate growth, OD600, 24 h; active compounds read low;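 active means mean growth activity at or below -80% and every replicate also at or below -80%; inconclusive means mean at or below -80% but some replicate above -80%; inactive means mean growth activity above -80%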;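 further: 0% = DMSO wells and -100% = levofloxacin 16 µg/mL wells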
KDM4C inh: KDM4C (human) demethylase inhibition; Q9H3R0; inhibition, % at 12.5 µM; hit rate 0.15% among 96,000; GST-KDM4C 2-372, H3K9me3 peptide, LANCE TR-FRET;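 active means mean replicate inhibition above about 25%, with at least 55% of replicates also reaching it, limit read from the data, passing the limit was not always enough; inconclusive means only one of those two conditions met; inactive means neither condition met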
Target sequence (Q9H3R0 2-372 limits assumed): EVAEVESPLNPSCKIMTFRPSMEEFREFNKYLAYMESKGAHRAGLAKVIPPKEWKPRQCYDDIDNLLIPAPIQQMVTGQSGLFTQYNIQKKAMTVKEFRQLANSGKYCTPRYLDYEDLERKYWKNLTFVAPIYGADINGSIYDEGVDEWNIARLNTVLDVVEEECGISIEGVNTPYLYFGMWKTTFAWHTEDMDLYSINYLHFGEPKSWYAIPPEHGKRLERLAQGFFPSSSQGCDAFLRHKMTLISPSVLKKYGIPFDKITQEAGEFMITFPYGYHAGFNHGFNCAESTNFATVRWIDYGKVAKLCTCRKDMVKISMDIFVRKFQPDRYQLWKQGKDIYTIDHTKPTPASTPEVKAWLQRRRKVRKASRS
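Material: GST-tagged GASC-1 (JMJD2C) catalytic fragment, aa 2-372 / Quantity: enzyme final amount 10 nM / Medium: HEPES buffer, pH 7.5, plus ascorbate / Doses: one test concentration per compound / Incubation: 30 min reaction, 60 min detection, RT / Measured by: LANCE TR-FRET / Read-out: inhibition from TR-FRET ratio decrease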
T cruzi growth: T. cruzi proliferation inhibition; T. cruzi beta-gal in NIH3T3, GalScreen luminescence, 90 h; inhibition, % at 8.34 µM; hit rate 5.9% among 77,000;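 active means mean inhibition above about 93%, with at least 55% of replicates each passing it, limit read from the data, passing the limit was not always enough; inconclusive means only one of those two conditions holds; inactive means neither condition holds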
Pf Dd2 growth: inhibitors of Plasmodium falciparum Dd2 growth | P. falciparum Dd2 growth, SYBR Green, 72 h; active compounds read low | activity change, % at 10 µM | hit rate 2.3% among 94,000 | AID 1159554; in the data active means activity change below about -80%; inconclusive means no clear call, values can overlap the other calls
* marks the source's active call; other numbers are inactive results; ? = inconclusive; / = no result given; & = joins results of further samples.

SMILES	T cruzi growth	KDM4C inh	Pf Dd2 growth	C diff HTS
COc1ccc(S(=O)(=O)N(C)C[C@H]2OCCCC[C@@H](C)Oc3ccc(NS(C)(=O)=O)cc3C(=O)N([C@H](C)CO)C[C@H]2C)cc1	-120	1.2	-52	10
O=C(NCC[C@H]1CC[C@@H](NS(=O)(=O)c2ccc(Cl)cc2)[C@@H](CO)O1)c1ccccc1F	-1	0.6	-12	0
C[C@H]1CCCCO[C@H](CN(C)C(=O)C2CCCCC2)[C@@H](C)CN([C@@H](C)CO)C(=O)c2cc(NC(=O)Nc3ccc(C(F)(F)F)cc3)ccc2O1	121*	2.1	?	-6
CCCNC(=O)N1C[C@H](O)COC[C@@H]2O[C@H](CC(=O)N[C@H]3CCN(Cc4ccccc4)C3)CC[C@H]21	43	0.9	/	5&1
C/C=C/c1ccc([C@@H]2[C@@H](CO)N3C(=O)CN(Cc4ccc(C(=O)OC)cc4)C[C@@H]23)cc1	/	-0.6	-32	-9
CO[C@@H]1CN(C)C(=O)c2cc(NC(=O)Nc3cc(F)ccc3F)ccc2OC[C@H](C)N(C)C[C@H]1C	-3	1.2	-4	/
C[C@@H]1CCCCO[C@H](CN(C)C(=O)Cc2ccccc2)[C@@H](C)CN([C@@H](C)CO)C(=O)c2cc(NC(=O)CCCN(C)C)ccc2O1	40	4.4	/	2
COc1ccc2c3c(n(C)c2c1)[C@@H](CO)N(C)CC31CCN(C(=O)C2CCC2)CC1	/	-1.0	-8	2
COc1ccccc1C(=O)N1C[C@@H]2[C@H](c3ccccc31)[C@H](CO)N2C(=O)C1CCCC1	3	0.2	-9	-1
COc1ccc(NC(=O)Nc2ccc3c(c2)C(=O)N([C@H](C)CO)C[C@H](C)[C@@H](CN(C)C)OCCCC[C@@H](C)O3)cc1	3	-0.4	17	0
O=C(C1CCCC1)N1CCCCN2[C@@H](CO)[C@H](c3ccc(C#CC4CC4)cc3)[C@@H]2C1	121*	/	-2	30
CO[C@@H]1CN(C)C(=O)c2cc(NC(C)=O)ccc2OC[C@H](C)N(S(C)(=O)=O)C[C@H]1C	-19	2.1	27	0
CNC[C@H]1Oc2c(NC(=O)Nc3c(C)noc3C)cccc2C(=O)N([C@H](C)CO)C[C@@H]1C	-3	1.0	30	0
C[C@H]1CCCCO[C@@H](CN(C)C(=O)Cc2ccccc2)[C@@H](C)CN([C@@H](C)CO)C(=O)c2cc(NS(=O)(=O)c3cn(C)cn3)ccc2O1	27	1.4	-25	3
CCC(=O)Nc1ccc2c(c1)C(=O)N(C)C[C@H](OC)[C@H](C)CN(C(C)=O)[C@H](C)CO2	-38	-0.2	/	-4
COC(=O)[C@H]1[C@H](CO)[C@H]2Cn3c(ccc(-c4cccc(F)c4)c3=O)[C@H]2N1C(C)=O	-17	-1.4	4	-6
COC(=O)C[C@@H]1C[C@@H]2c3cc(NC(=O)CN(C)C)ccc3O[C@@H]2[C@H](CO)O1	-129	2.6	3	/
C[C@@H]1CN([C@H](C)CO)C(=O)Cc2cc(NC(=O)C3CC3)ccc2O[C@H]1CN(C)Cc1ccc(C(=O)Nc2ccccc2N)cc1	16	-1.0	-21	0
CO[C@@H]1CN(C)C(=O)c2cc(NS(C)(=O)=O)ccc2OC[C@@H](C)N(C(=O)c2ccc3c(c2)OCO3)C[C@@H]1C	/	-1.9	9	/
C[C@@H]1CN([C@H](C)CO)C(=O)CCCn2nncc2CO[C@H]1CN(C)C(=O)CCC(F)(F)F	-24	/	11	-7
O=C(C1CCCC1)N1CC2(C1)[C@H](c1ccccc1)[C@H](CO)N2Cc1cncnc1	/	-0.6	21	-4
C[C@@H]1CN([C@@H](C)CO)C(=O)c2cc(NC(=O)Nc3ccc(F)cc3)ccc2O[C@H]1CN(C)C(=O)Nc1cccc2ccccc12	/	-0.4	-22	3
Cc1noc(C)c1S(=O)(=O)Nc1ccc2c(c1)CC(=O)N([C@@H](C)CO)C[C@@H](C)[C@@H](CN(C)Cc1ccncc1)O2	-34	6.4	18	7
C[C@@H]1CN([C@H](C)CO)C(=O)c2cc(NC(=O)CCN3CCOCC3)ccc2O[C@H]1CN(C)CC1CCCCC1	1	0.4	-1	-3
CC(C)NC(=O)Nc1ccc2c(c1)C(=O)N([C@H](C)CO)C[C@@H](C)[C@@H](CN(C)C(=O)Cc1ccccc1)OCCCC[C@H](C)O2	3	-0.1	-64	13
N#C[C@H]1[C@@H](c2ccc(C#CC3CCCC3)cc2)[C@@H](CO)N1S(=O)(=O)Cc1ccccc1	89	0.8	-89*	-13
O=C(c1ccc(F)cc1)N1CC(=O)N2[C@H](CO)[C@H](c3ccc(C#CC4CCCC4)cc3)[C@@H]2C1	/	0.5	-47	24
O=C(C[C@@H]1C=C[C@@H](NC(=O)c2cccnc2)[C@H](CO)O1)NCc1ccncn1	/	1.0	-18	5
C[C@@H]1CN([C@@H](C)CO)C(=O)Cc2cc(NC(=O)C3CC3)ccc2O[C@@H]1CN(C)Cc1ccc(-c2ccccc2)cc1	-15	-2.4	-2	-5
COCC(=O)Nc1ccc2c(c1)C(=O)N(C)[C@@H]1CC[C@@H](CC(=O)NCC3CCCCC3)O[C@@H]1CO2	-53	0.2	-2	0
C[C@H](CO)N1C[C@H](C)[C@@H](CN(C)C(=O)Nc2cc(F)ccc2F)Oc2cc(/C=C/c3ccccc3)ccc2S1(=O)=O	/	-4.7	-66	6
C[C@@H]1CCCCO[C@@H](CN(C)Cc2ccc(Cl)c(Cl)c2)[C@H](C)CN([C@H](C)CO)C(=O)c2cc(NC(=O)Nc3ccccc3)ccc2O1	73	-0.8	-83*	15
C[C@@H]1CN([C@H](C)CO)C(=O)c2cccc(NC(=O)c3nc4ccccc4s3)c2O[C@H]1CN(C)Cc1ccc(C(=O)Nc2ccccc2N)cc1	104*	2.6	-92*	/
C[C@H]1CN([C@@H](C)CO)C(=O)c2cccc(NC(=O)c3ccc(-c4nccs4)cc3)c2O[C@H]1CN(C)C(=O)NC1CCCCC1	1	-1.2	22	/
COc1cccc(-c2cn(CC[C@@H]3CC[C@@H](NC(=O)CC4CC4)[C@@H](CO)O3)nn2)c1	8	/	-15	-7
C[C@@H]1CN([C@@H](C)CO)C(=O)Cc2cc(NC(=O)Cn3cnnn3)ccc2O[C@H]1CN(C)S(=O)(=O)c1ccc(F)cc1	-7	-1.5	11	4
CN(C)CC#Cc1ccc([C@@H]2[C@@H](CO)N3CCCCN(C(=O)C4CC4)C[C@@H]23)cc1	81	/	8	8
O=C1CNC[C@@H]2[C@H](c3ccc(C#Cc4cccnc4)cc3)[C@H](CO)N12	/	20	0	17
CNC(=O)C[C@H]1CC[C@H]2[C@@H](COC[C@H](O)CN2C(=O)Nc2ccc3c(c2)OCO3)O1	/	8.2	-9	3&-5
O=S(=O)(N[C@H]1CC[C@@H](CCn2cc(-c3ccccn3)nn2)O[C@@H]1CO)c1cccc(F)c1	32	2.2	-11	1
Cc1noc(C)c1NC(=O)Nc1ccc2c(c1)C(=O)N([C@@H](C)CO)C[C@@H](C)[C@H](CN(C)C(=O)Nc1ccc(F)cc1)O2	10	0.2	30	1
COc1ccc(CNC(=O)C[C@H]2CC[C@H](NC(=O)CN(C)C)[C@H](CO)O2)cc1	13	1.3	2	/
C[C@@H]1CN([C@@H](C)CO)C(=O)c2cc(NC(=O)Cc3cn(C)c4ccccc34)ccc2O[C@H]1CN(C)Cc1ccc(C(=O)Nc2ccccc2N)cc1	-37	0.6	-85*	/
CCN1CC(=O)N2[C@H](CO)[C@@H](c3ccc(Br)cc3)[C@@H]2C1	/	0.1	13	-2
CO[C@H]1CN(C)C(=O)c2ccc(NC(=O)C3CC3)cc2OC[C@H](C)N(CC2CC2)C[C@@H]1C	/	-0.1	68	/
COc1ccc(NC(=O)Nc2ccc3c(c2)C(=O)N([C@H](C)CO)C[C@@H](C)[C@H](CN(C)C(=O)C2CCCCC2)OCCCC[C@@H](C)O3)cc1	81	0.2	-18	-6
O=C(C1CCCC1)N1CC2(C1)[C@H](c1ccccc1)[C@H](CO)N2C(=O)CC1CC1	/	0.0	31	14
CCCNC(=O)N1CC2(CN(Cc3cccnc3)C2)c2c(n(C)c3cc(OC)ccc23)[C@H]1CO	/	1.0	-54	-14
O=C(Cc1ccccn1)N1CC(=O)N2[C@H](CO)[C@H](c3ccc(C#CCC4CCCC4)cc3)[C@H]2C1	/	-0.7	-32	-14
COc1ccccc1S(=O)(=O)N[C@H]1C=C[C@@H](CC(=O)N2CCOCC2)O[C@@H]1CO	0	0.5	4	-5
COc1ccc(NC(=O)Nc2ccc3c(c2)CC(=O)N([C@@H](C)CO)C[C@@H](C)[C@H](CN(C)S(=O)(=O)c2ccc(Cl)cc2)O3)cc1	-13	-2.8	-42	-10
Cc1noc(C)c1NC(=O)Nc1ccc2c(c1)C(=O)N([C@H](C)CO)C[C@H](C)[C@@H](CN(C)Cc1ccc(C(=O)Nc3ccccc3N)cc1)O2	/	0.0	-34	-3
CCCC#Cc1cnc2c(c1)C(=O)N([C@@H](C)CO)C[C@@H](C)[C@@H](CN(C)C(=O)Cc1ccncc1)O2	-5	-2.0	-10	-4
COc1cccc(NC(=O)N(C)C[C@H]2Oc3cc(C#Cc4ccccc4)ccc3S(=O)(=O)N([C@@H](C)CO)C[C@@H]2C)c1	121*	-1.2	-82*	51
O=C(NC[C@H]1N[C@H](CO)[C@@H]1c1ccc(C2=CCCCC2)cc1)c1cccc(F)c1	85	-3.6	-19	30
O=C(Nc1ccccc1)N1C[C@H]2[C@@H](c3ccccc31)[C@@H](CO)N2C(=O)c1ccccc1F	15	2.9	4	-6
Cc1ccc(-c2ccc3c(c2)O[C@@H](CN(C)C(=O)CN(C)C)[C@@H](C)CN([C@@H](C)CO)S3(=O)=O)cc1	33	2.4	-55	-3
Cc1ccc(S(=O)(=O)N(C)C[C@H]2Oc3ccc(NC(=O)Nc4ccccc4)cc3C(=O)N([C@H](C)CO)C[C@H]2C)cc1	/	-1.1	0	2
CC(C)C#Cc1ccc([C@@H]2[C@H](CO)N3C(=O)CN(C(=O)c4ccc5c(c4)OCO5)C[C@@H]23)cc1	/	0.8	-6	2
COc1ccc(NC(=O)N(C)C[C@@H]2OCCCC[C@@H](C)Oc3ccc(NS(=O)(=O)c4ccccc4)cc3C(=O)N([C@@H](C)CO)C[C@@H]2C)cc1	95	0.6	-56	12

5 entries from above, with values under each structure.
Each structure is followed by: T cruzi growth	KDM4C inh	Pf Dd2 growth	C diff HTS
COc1ccc(NC(=O)Nc2ccc3c(c2)CC(=O)N([C@@H](C)CO)C[C@@H](C)[C@H](CN(C)S(=O)(=O)c2ccc(Cl)cc2)O3)cc1
    -13	-2.8	-42	-10
Cc1noc(C)c1NC(=O)Nc1ccc2c(c1)C(=O)N([C@H](C)CO)C[C@H](C)[C@@H](CN(C)Cc1ccc(C(=O)Nc3ccccc3N)cc1)O2
    /	0.0	-34	-3
CCCC#Cc1cnc2c(c1)C(=O)N([C@@H](C)CO)C[C@@H](C)[C@@H](CN(C)C(=O)Cc1ccncc1)O2
    -5	-2.0	-10	-4
COc1cccc(NC(=O)N(C)C[C@H]2Oc3cc(C#Cc4ccccc4)ccc3S(=O)(=O)N([C@@H](C)CO)C[C@@H]2C)c1
    121*	-1.2	-82*	51
O=C(NC[C@H]1N[C@H](CO)[C@@H]1c1ccc(C2=CCCCC2)cc1)c1cccc(F)c1
    85	-3.6	-19	30

Remaining list, next part.
SMILES	T cruzi growth	KDM4C inh	Pf Dd2 growth	C diff HTS
C[C@H]1CN([C@@H](C)CO)S(=O)(=O)c2ccc(C3=CCCC3)cc2O[C@H]1CN(C)Cc1cccnc1	89	1.7	-37	1
COc1cccc(-c2ccc([C@H]3[C@H](CO)N4C(=O)CN(C(=O)C5CCCC5)C[C@@H]34)cc2)c1	/	-2.2	-27	6
COc1ccc(C#Cc2ccc([C@H]3[C@@H](CO)N4C(=O)CN(C(C)=O)C[C@@H]34)cc2)cc1	/	0.3	6	-12
C[C@H]1CN([C@@H](C)CO)C(=O)c2cccc(NC(=O)Nc3cccc4ccccc34)c2O[C@H]1CN(C)Cc1ccc(-c2ccccc2)cc1	28	-3.9	-15	-4
CC(C)NC(=O)N(C)C[C@H]1Oc2ccc(NC(=O)NC3CCCCC3)cc2C(=O)N([C@@H](C)CO)C[C@H]1C	-32	-0.2	20	-3
